# Assay outcomes: PubChem, Broad Institute
# GSIS activator: GLuc luminescence reporter in INS-1E cells, primary screen for activators of glucose-dependent secretion of insulin; activation, % at 16.6 µM; AID 743287; INS-1E GLuc reporter insulin secretion, 2-3 h; hit rate 0.61% among 370,000;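 active = lowest replicate activation of at least 40%, so every replicate reaches that level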;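 note: 0% = median of neutral control wells and 100% = median of IBMX positive control wells; some compounds called inactive have numbers as strong as hits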
# F508del corr: correctors of CFTR F508del function in bronchial epithelial cells | CFBE cells, YFP halide quenching; stimulated with forskolin plus potentiator P3; % fluorescence drop versus neutral controls | activity (quench increase), % at 7.58 µM | hit rate 0.36% among 350,000 | AID 720511;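 active = mean added fluorescence quench of at least 8% versus neutral control, with both replicates also reaching 8%; inconclusive = only one of the mean or replicate conditions met; inactive = mean below 8% and not both replicates reaching 8%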;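 note: cells transiently co-express mutant CFTR-F508del with the halide-sensitive YFP; corrector assay measuring rescue of mutant channel to the surface after 24 h compound exposure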
# E-selectin induc: E-selectin induction on HUVECs | P16581 | HUVEC E-selectin immunofluorescence imaging; normalized: neutral wells 0, TNF-alpha wells 100 | activation, % at 7.58 µM | hit rate 0.37% among 260,000 | AID 686992;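 active = mean E-selectin-positive cell signal at least 10% of the positive control, reached in at least 60% of replicates, without over 20% cell loss; inconclusive = no rule given, readout overlaps actives, possibly toxicity-flagged; inactive = the rest, including those meeting only one limit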;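 note: in these data hits start at about 27%; measured in HUVEC primary endothelial cells; signal is the percent of cells scored E-selectin positive by PE staining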
# Target sequence (P16581 whole entry, looked up): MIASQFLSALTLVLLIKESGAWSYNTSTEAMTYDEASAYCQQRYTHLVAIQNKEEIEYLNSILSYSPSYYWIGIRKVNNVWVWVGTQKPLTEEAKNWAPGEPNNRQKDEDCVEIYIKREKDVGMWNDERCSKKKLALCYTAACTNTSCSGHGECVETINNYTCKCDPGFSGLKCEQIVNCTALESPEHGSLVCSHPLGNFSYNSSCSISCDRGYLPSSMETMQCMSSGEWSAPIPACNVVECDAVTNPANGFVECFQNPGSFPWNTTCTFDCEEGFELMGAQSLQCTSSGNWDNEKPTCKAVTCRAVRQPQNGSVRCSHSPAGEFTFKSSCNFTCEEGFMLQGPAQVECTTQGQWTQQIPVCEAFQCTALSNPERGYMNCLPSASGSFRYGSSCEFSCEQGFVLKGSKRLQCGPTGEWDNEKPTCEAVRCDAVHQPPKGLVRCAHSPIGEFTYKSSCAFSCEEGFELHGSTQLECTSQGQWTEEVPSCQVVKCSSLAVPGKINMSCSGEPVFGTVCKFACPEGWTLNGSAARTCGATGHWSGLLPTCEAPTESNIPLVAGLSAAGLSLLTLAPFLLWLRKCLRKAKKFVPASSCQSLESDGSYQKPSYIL
#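 Read-out basis: % PE-positive cells; Test system: HUVEC primary endothelial cells; Technique: immunofluorescence imaging; Dosing: single-point compound dose.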
# Xi reactivation: X-chromosome reactivation activator; hit rate 0.055% among 360,000; activation, % at 7.58 µM; XiGFP mouse fibroblasts, % GFP-positive cells imaging, 3 d; cells co-treated with 5-aza-dC sensitizer; scaled so ellipticine positive control = 100%; AID 743238;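 active = mean normalized replicate activation at least 10% and every replicate at or above 10%; inconclusive = only one of the two criteria met; inactive = mean below 10% and not all replicates reach 10%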;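 note: 0% = median of on-plate neutral control wells and 100% = ellipticine 6 µM median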
#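 assay system = SV40-immortalized XiGFP fibroblast cells, line 68-5-11 | buffer or medium = DMEM plus 5-aza-dC sensitizer | doses = single-point pinned compound dosing | times = 3-day compound exposure, then 15 min fixation at room temperature | benchmarks = positive control ellipticine, 6 µM final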
# CASP6 VEID inh: caspase-6 (human) enzyme inhibition; P55212; purified caspase-6, Z-VEID-R110 cleavage fluorescence; inhibition, % at 12.5 µM; hit rate 0.53% among 350,000; AID 686996;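 active = mean inhibition across replicates at least about 35%, with every replicate also reaching that limit, limit read from the data; inconclusive = only one of the two criteria met; inactive = neither criterion met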;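 note: 0% = median of neutral control wells and 100% = no fluorescence left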
# Target sequence (P55212 24-179 limits assumed): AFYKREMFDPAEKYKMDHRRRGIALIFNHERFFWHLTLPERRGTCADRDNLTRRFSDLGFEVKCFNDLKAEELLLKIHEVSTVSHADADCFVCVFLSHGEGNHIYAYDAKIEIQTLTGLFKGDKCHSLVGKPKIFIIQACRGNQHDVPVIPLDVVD
# Target sequence (P55212 194-293 limits assumed): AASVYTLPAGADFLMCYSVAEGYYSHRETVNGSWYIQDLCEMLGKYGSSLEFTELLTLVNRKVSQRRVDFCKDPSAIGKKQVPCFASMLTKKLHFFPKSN
# DENV2 CPE: inhibitors of DENV2 cytopathic effect; DENV2-infected cells, cytopathic effect rescue, plate reader; CPE inhibition, % at 9.99 µM; hit rate 1.7% among 350,000; AID 651640; in the data active = CPE inhibition above about 20%, passing the limit was not always enough; inconclusive = no clear call, values can overlap the other calls; tested in BHK-21 cells;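 note: 0% = median of neutral control wells and 100% = median of positive control wells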
# RAD52 inh: RAD52 (human) annealing inhibition; P43351; recombinant RAD52 DNA annealing, FRET fluorescence; inhibition, % at 18.7 µM; hit rate 0.46% among 360,000; AID 651710;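 active = every replicate showing at least 50% inhibition; inconclusive = mean inhibition at least 50% but not in every replicate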
# RAD54 inh: RAD54 (human) branch migration inhibition. RAD54 Holliday junction branch migration, FAM/BHQ fluorescence. AID 602329. inhibition, % at 10.4 µM. hit rate 0.14% among 360,000;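 active = mean normalized replicate activity at least 40 and at least half of replicates scoring 40 or more; inconclusive = only one of the two criteria met; inactive = mean below 40 and under half of replicates reaching 40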;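 note: 0% = median of neutral control wells and 100% = median of positive control wells; inhibitors cause a drop in the FAM fluorescence signal; in these data hits start at about 50%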
# Active calls of the source: *; ? = inconclusive; nt = not tested or not shown; & = joins results of further samples.
SMILES,GSIS activator,F508del corr,E-selectin induc,Xi reactivation,CASP6 VEID inh,DENV2 CPE,RAD52 inh,RAD54 inh
CCCNC(=O)N1C[C@@H](O)COC[C@H]2O[C@@H](CC(=O)N3CCC(Cc4ccccc4)CC3)CC[C@@H]21,-12,1.8,0.2,-0.1,0,-1,-6,6
CC(C)NC(=O)NCC[C@H]1CC[C@H](NS(=O)(=O)c2ccc(-c3ccccc3)cc2)[C@@H](CO)O1,-16,-1.9,-0.1,-0.1,1,2,13,2
Cc1cccc(S(=O)(=O)N2C[C@@H]3N[C@H](C2)C3c2ccc(-c3cccnc3)cc2)c1 (stereo partly drawn),-1&3,2.2&3.8,-0.1&0.1,0.0&0.0,1&0,0&-1,-11&16,nt
O=c1[nH]nc(SCc2ccccc2)n1C1CC2C=CC1C2 (stereo not drawn),50,-2.8,1.7,0.1,-2,0,-5,nt
CC(C)NC(=O)N(C)C[C@@H]1Oc2cc(-c3cccnc3)ccc2S(=O)(=O)N([C@H](C)CO)C[C@@H]1C,21,2.7,-0.4,0.1,5,-4,5,7
CCOC(=O)c1ccc(NC(=O)CCS(=O)(=O)Cc2ccccc2)cc1,-4,0.7,0.1,0.5,1,-5,-8,2
COc1ccc(CN(C)C[C@H]2Oc3c(NS(=O)(=O)c4cccs4)cccc3C(=O)N([C@H](C)CO)C[C@@H]2C)cc1,8,-2.3,-0.1,-0.6,-1,7,9,-1
COCC#Cc1ccc([C@@H]2[C@@H](CO)N3CCCCN(S(=O)(=O)c4ccccc4C)C[C@H]23)cc1,20,7.0,0.0,0.1,nt,nt,nt,-8
Cc1ccc(SCCNC(=O)c2ccccc2F)cc1,1,-1.5,nt,0.1,0,18,-4,-2
CN(CCOc1cccc(C(F)(F)F)c1)Cc1ccccc1,-12,0.5,-0.1,0.0,3,-3,2,nt
COC(=O)c1cc2c(c3c4cc(F)ccc4n(S(=O)(=O)c4ccccc4)c13)C(=O)N(Cc1ccccc1OC)C2,nt,0.2,-0.1,0.5,-5,15,-39,nt
COc1ccc(S(=O)(=O)Nc2ccc3c(c2)C(=O)N([C@@H](C)CO)C[C@@H](C)[C@H](CN(C)C(=O)Nc2ccc(C(F)(F)F)cc2)OCCCC[C@@H](C)O3)cc1,-1,-1.1,0.0,-0.1,-1,17,-22,-3
COC(=O)c1cc(S(=O)(=O)N2CCN(c3cc(C)ccc3C)CC2)c[nH]1,-31,-3.5,2.6,-0.1,2,0,-6,4
CC(C)OCCCNC(=O)c1cc(-c2cccs2)nc2ccccc12,11,-0.6,0.0,0.4,-3,-3,-9,-5
O=C(O)c1cccc2c1-c1ccccc1/C2=N\Nc1ccccc1,-21,0.8,0.2,0.0,9,3,-56,-18
O=C(Nc1ccc2oc(=O)ccc2c1)c1ccccc1[N+](=O)[O-],6,0.4,-1.3,0.0,1,6,0,nt
CN(C)CC(=O)N1[C@H](CO)[C@H](c2ccc(-c3cccc(C(=O)N(C)C)c3)cc2)[C@@H]1C#N,-4,-2.7,0.1,-0.1,1,-6,-16,14
CCOc1ccc(NC(=O)c2cccnc2SC)cc1,-3,0.5,nt,0.0,3,3,-16,3
COc1ccc2c3c(n(C)c2c1)[C@@H](CO)N(Cc1ccc(F)cc1)CC31CCN(CC2CC2)CC1,-14,1.6,-0.1,0.2,nt,-1,1,nt
O=C(COC(=O)CNC(=O)c1sc2ccccc2c1Cl)Nc1c(Cl)cc(Cl)cc1Cl,1,5.4,2.3,0.0,-4,-3,-5,5
CC(C)C(OC(=O)c1nsc(Cl)c1Cl)C(=O)NCC1CCCO1 (stereo not drawn),-6,-1.5,0.0,0.0,nt,3,-6,5
Cc1ccc(S(=O)(=O)N(C)C[C@@H]2OCCCC[C@H](C)Oc3ccc(NS(=O)(=O)c4ccc(F)cc4)cc3C(=O)N([C@@H](C)CO)C[C@@H]2C)cc1,-7,-1.8,0.2,0.0,1,2,11,-1
COc1ccc(N2CCN(C(=O)CCNC(=O)c3ccc(Br)cc3)CC2)cc1,-2,0.6,-0.2,0.1,0,?,-10,-2
CCCCN(C(=O)CCC(=O)OCC(=O)NCc1ccccc1)c1c(N)n(CCC)c(=O)[nH]c1=O,-6,-2.8,-0.1,0.2,0,-1,-12,-13
O=C(CSc1nnnn1Cc1ccccc1)c1ccccc1F,-6,-0.8,nt,0.0,25,5,-21,nt
C/C=C/c1ccc([C@H]2[C@@H](CNC(=O)CC)N(C(=O)COC)[C@H]2CO)cc1,0,14*,-0.1,0.0,-3,-2,-11,1
O=C(c1ccccc1)N1CC2(C1)[C@@H](c1ccccc1)[C@@H](CO)N2C(=O)CC1CC1,2,-1.9,0.4,0.2,1,-9,-17,nt
COCCNC(=S)N1CCC(C(=O)c2ccc(C)cc2)CC1,-1,-1.1,nt,-0.1,-2,?,-20,1
CCC(c1nnnn1Cc1ccc(OC)cc1)N1CCN(c2ccc(OC)cc2)CC1 (stereo not drawn),-23,3.1,nt,0.0,2,1,-8,nt
COc1ccc(N2CCN(C(=O)COC(=O)[C@@H](NC(=O)c3ccccc3Cl)C(C)C)CC2)cc1,0,-0.6,2.1,0.2,-2,-4,-24,5
CCOCCCNC(=O)CN1C(=O)/C(=C\c2ccc(C)cc2)Sc2ccccc21,4,-4.0,1.5,0.0,1,-8,-11,3
CN(C)Cc1cn(CC[C@@H]2CC[C@@H](NS(=O)(=O)c3ccc(-c4ccccc4)cc3)[C@H](CO)O2)nn1,18,-2.3,0.0,-0.1,-2,?,7,9
CCN(CC)CCN(Cc1cc2cc3c(cc2[nH]c1=O)OCCO3)C(=S)NCC(C)C,15,0.4,0.1,0.1,-6,-6,-22,6
CCN(CC(=O)Nc1c(F)cccc1F)C(=O)C(C)SCc1nc2sc(C)c(C)c2c(=O)[nH]1 (stereo not drawn),5,-1.1,6.5,-0.1,-184,-1,8,-7
CCCNC(=O)C[C@H]1C[C@H]2c3cc(NS(C)(=O)=O)ccc3O[C@H]2[C@H](CO)O1,-1,-2.7,-0.3,0.0,2,-2,-8,7
C[C@@H]1CN([C@H](C)CO)C(=O)c2cc(NS(=O)(=O)c3cn(C)cn3)ccc2O[C@@H](C)CCCCO[C@@H]1CN(C)Cc1ccc(C(=O)O)cc1,29,1.9,0.2,2.8,nt,3,nt,-4
CCc1ccc(N2CC(C(=O)Nc3ccc4c(c3)OCO4)CC2=O)cc1 (stereo not drawn),nt,-2.0,nt,-0.1,-3,-5,-9,-6
CSc1nsc(/C=C/Nc2ccc(F)cc2)c1C#N,-11,-1.3,nt,3.4,-3,-2,-40,nt
COc1ccc(NC(=O)Nc2ccc3c(c2)C(=O)N([C@H](C)CO)C[C@H](C)[C@H](CN(C)C(=O)Nc2ccc(OC)cc2)O3)cc1,-1,-0.7,-0.2,0.2,0,11,7,2
COc1cc(CNC[C@H]2O[C@@H](n3cnc(C(N)=O)n3)[C@H](O)[C@@H]2O)ccc1OCc1cccc(Cl)c1,-6,-0.7,0.0,0.2,-8,-4,-9,-1
Cc1cn([C@H]2C[C@H](O)[C@@H](CNC(=O)[C@@H]3C[C@H](F)CN3)O2)c(=O)[nH]c1=O,-5,-4.4,-0.1,0.0,-2,?,-6,1
O=C(NCCNC(=O)c1ccc(Cl)cc1Cl)c1ccccn1,5,1.2,-0.3,-0.1,0,7,-9,-1
CC(=O)NS(=O)(=O)c1ccc(NC(=O)c2ccc(Cl)cc2[N+](=O)[O-])cc1,-8,nt,nt,0.0,5,-6,1,-11
CCOC(=O)C1(CCc2ccccc2)CCN(Cc2cccc3nccnc23)CC1,-12,0.4,nt,-0.1,0,9,-12,nt
CCOC(=O)c1c(NC(=O)Cc2ccccc2)sc2c1CCN(C)C2,13,3.1,-0.7,-0.2,-1,3,5,-5
CO[C@@H]1CN(C)C(=O)c2cc(NS(=O)(=O)c3ccc(C)cc3)ccc2OC[C@H](C)N(C(=O)NC(C)C)C[C@@H]1C,-16,-0.8,-0.2,0.3,4,-3,-6,-6
Cc1ccc(C)c(C(=O)CN2C(=O)C(=O)N(C3CCCC3)C2=O)c1,nt,5.2,-0.1,0.5,3,-1,-8,1
CN1[C@@H]2c3ccc(/C=C/c4ccccc4)c(=O)n3C[C@H]1[C@H](CO)[C@H]2C(=O)NC1CCCC1,5,2.2,0.1,0.0,3,5,-1,nt
Cc1ccc(S(=O)(=O)Nc2c(C)nn(C)c2C)cc1C,-4,-2.0,0.0,-0.1,0,2,-19,-5
Cc1nn(Cc2ccccc2Cl)c(Cl)c1/C=C/C(=O)OCC(=O)NC1CCS(=O)(=O)C1 (stereo not drawn),-26,-2.5,nt,0.4,6,1,-11,1
Cn1c(=O)oc2cc(S(=O)(=O)N3CCN(Cc4ccc5c(c4)OCO5)CC3)ccc21,-11,nt,nt,nt,1,nt,-2,4
CCOC(=O)C1=C(COC(=O)/C=C/c2cccc(OC)c2)NC(=O)NC1C (stereo not drawn),25,-4.8,1.0,0.3,0,-13,-18,-2
CC1Oc2ccccc2C=C1/C=N\NC(=O)c1cccnc1 (stereo not drawn),3,-1.8,2.6,?,1,5,-13,7
Cc1cccnc1NC(=O)CN1C(=O)COc2ccc(Cl)cc21,10,1.6,nt,0.0,-1,9,-4,-10
O=C1N/C(=N\S(=O)(=O)Cc2ccccc2)S/C1=C/c1cccc([N+](=O)[O-])c1,-44,0.1,2.0,0.3,21,-4,-18,-2
COc1cccc(OC)c1OCCCCc1c(C)n[nH]c1C,9,0.4,1.7,0.6,0,nt,-12,nt
CC(=O)c1sc(N/N=C\c2ccc(N(C)C)cc2)nc1C,0,2.1,nt,0.0,-4,2,-11,-4
COc1ccc(N2C(=O)CCC(C(=O)NCCCN3CCC(C)CC3)C2c2ccc(OC)c(OC)c2)cc1 (stereo not drawn),1,-1.4,nt,-0.1,-13,-5,-31,2
COc1cc(CCC(=O)OCC(=O)Nc2cccc(S(N)(=O)=O)c2)cc(OC)c1OC,3,nt,0.0,0.3,-2,nt,-13,nt
Fc1ccc(-n2nnc(-c3ccccc3Br)n2)cc1,-8,1.5,nt,0.0,-5,3,-3,-11
# Following part:
SMILES,GSIS activator,F508del corr,E-selectin induc,Xi reactivation,CASP6 VEID inh,DENV2 CPE,RAD52 inh,RAD54 inh
O=C(CN1CCC(n2nnc3cc(F)ccc32)CC1)NNC(=O)c1ccccc1,-2,1.8,nt,nt,0,0,-17,-15
CC(=O)N1[C@@H](CO)[C@H](c2ccccc2)[C@@H]1CN(C)S(=O)(=O)c1ccccc1,2,0.4,0.2,0.3,-1,-7,-1,-1
Cc1noc(C)c1NC(=O)Nc1ccc2c(c1)C(=O)N([C@@H](C)CO)C[C@H](C)[C@@H](CN(C)Cc1ccc(Cl)c(Cl)c1)OCCCC[C@@H](C)O2,-22,-3.5,0.1,0.1,-3,-5,17,4
C[C@@H]1CN([C@@H](C)CO)S(=O)(=O)c2ccc(-c3cncnc3)cc2O[C@@H]1CN(C)C(=O)C1CCC1,0,-1.8,0.5,-0.8,-1,12,-3,-9

# Rows were taken by chance (roughly 3.7% active in at least one column).
